LYP inhibition – PTPN22 lymphoid phosphatase activity blockers – biochemical, fluorescence intensity, uHTS (AID 1779). recombinant LYP phosphatase, fluorescence intensity; higher % means a stronger effect. inhibition, % at 11.5 µM; hits with a dose series show IC50 in µM. hit rate 0.054% among 290,000; in the data active means inhibition above about 50%;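 further: plate controls were vehicle with enzyme for no effect and no enzyme for full effect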
Myeloid diff 2 – myeloid differentiation induction; ER-HoxA9 myeloid progenitors, lysozyme-GFP differentiation, flow cytometry; calls only at 10 µM; hit rate 1% among 360,000; AID 624256;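 active means normalized GFP-positive differentiation at or above the plate's own cutoff, the solvent-only control mean plus 3 SD; inconclusive means no clear call, values can overlap the other calls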;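 further: cells exposed to compound for four days before flow analysis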
Myeloid diff 2 GFP+ MAC1+ % – also measured in Myeloid diff 2; calls as there; GFP+ MAC1+ double positive, %; measured here: differentiation confirmed by MAC1 staining
The depositor's hits bear a star; i = inactive; ? = inconclusive; nt = not tested or not shown.

item	SMILES	LYP inhibition	Myeloid diff 2	Myeloid diff 2 GFP+ MAC1+ %
1	O=C(O)c1ccc(N2C(=O)CC(N3CCN(c4cccc(Cl)c4)CC3)C2=O)cc1 (configuration not stated)	-8%	i	0.7
2	Cc1ccc(-c2ccnc3c(Cl)c(C)nn23)cc1	-8%	i	0.3
3	O=C(O)c1c2c(nc3ccccc13)/C(=C/c1cccc([N+](=O)[O-])c1)CCC2	0%	i	0.8
4	CC1CCCN(C(=O)COC(=O)Cc2c(F)cccc2Cl)C1 (configuration not stated)	-10%	i	0.5
5	O=C(CCCCCn1c(=S)[nH]c2cc3c(cc2c1=O)OCO3)NCCc1ccccc1	-12%	i	2.2
6	CC(C)CC(OC(=O)c1nsc(Cl)c1Cl)C(=O)NCC1CCCO1 (configuration not stated)	-11%	i	0.7
7	Cc1cccc(CN2CCC(C(=O)Nc3cccc(-c4cccc(F)c4)c3)CC2)n1	-11%	i	3.7
8	Cc1ncc(CN2CCC(C(=O)Nc3ccc(Oc4cccnc4)cc3)CC2)cn1	-5%	i	0.5
9	COc1ccc(CN2C(=O)c3cccnc3C2=O)cc1S(=O)(=O)NCc1ccc(C)o1	-8%	i	0.0
10	Cc1cc(=O)oc2c(C)c(OC(C)C(=O)NCCCN3CCCC3=O)ccc12 (configuration not stated)	-10%	i	0.3
11	CC(=O)Nc1ccc(S(=O)(=O)c2ccc([N+](=O)[O-])cc2)cc1	-2%	i	1.0
12	COc1ccc(C(=O)N/C(=C/c2cccnc2)C(=O)N2CCCCCC2)cc1OC	-6%	i	5.0
13	NC(=O)CSc1nnc(-c2ccco2)n1-c1ccccc1	-2%	i	0.7
14	CC1CN(CC(O)COc2ccc(C#N)cc2)CCN1CC(O)COc1ccc(C#N)cc1 (configuration not stated)	-13%	i	0.4
15	O=C(CSc1ncnc2nc[nH]c12)c1ccc(Cl)cc1	-8%	i	1.2
16	O=C(Nc1cccc(F)c1)C1CCN(C(=O)N2CCOc3ccccc32)CC1	-11%	i	2.9
17	C=CCN(Cc1nc(-c2ccccc2)no1)C(=O)c1ccc2c(c1)OCO2	-10%	i	1.1
18	COc1ccc(OC(=O)N2CCOCC2)cc1	-7%	i	0.2
19	COc1cc(/C=C2\N=C(c3ccccc3)OC2=O)ccc1OC(C)=O	-3%	i	0.3
20	Cc1ccc(C)c(N2CCN(C(=O)c3ccc(NC4=NC5CS(=O)(=O)CC5S4)cc3)CC2)c1 (configuration not stated)	-11%	i	2.8
21	Cc1cc(C)nc(Nc2cccc(Cl)c2)n1	-9%	i	0.2
22	O=C(c1ccsc1)N1CCCC(Nc2ccc(F)c(F)c2)C1 (configuration not stated)	-8%	i	2.8
23	CC(O)CNc1nc2c(c(=O)n(Cc3ccc(Cl)cc3)c(=O)n2C)n1C (configuration not stated)	-9%	i	0.4
24	COCCN(C(=O)CCC(=O)Nc1ccccn1)C(C(=O)NC(C)(C)C)c1ccc(OC)cc1 (configuration not stated)	-4%	i	0.7

Quoted from above, entries 13 to 16
item	SMILES	LYP inhibition	Myeloid diff 2	Myeloid diff 2 GFP+ MAC1+ %
13	NC(=O)CSc1nnc(-c2ccco2)n1-c1ccccc1	-2%	i	0.7
14	CC1CN(CC(O)COc2ccc(C#N)cc2)CCN1CC(O)COc1ccc(C#N)cc1 (configuration not stated)	-13%	i	0.4
15	O=C(CSc1ncnc2nc[nH]c12)c1ccc(Cl)cc1	-8%	i	1.2
16	O=C(Nc1cccc(F)c1)C1CCN(C(=O)N2CCOc3ccccc32)CC1	-11%	i	2.9

(list continues)
item	SMILES	LYP inhibition	Myeloid diff 2	Myeloid diff 2 GFP+ MAC1+ %
25	O=C(CC12CC3CC(CC(Br)(C3)C1)C2)Nc1nncs1	-10%	i	0.3
26	COc1ccc(N(C(=O)c2snc(C(N)=O)c2N)C(C(=O)NCc2ccc(F)cc2)c2ccc(O)cc2)cc1 (configuration not stated)	-6%	i	0.8
27	O=C(CSc1n[nH]c(-c2cccnc2)n1)Nc1ccc([N+](=O)[O-])cc1Br	-3%	i	1.1
28	CSc1ccccc1C(=O)Nc1ccc2c(c1)CCC2	-4%	i	0.3
29	Cc1ncc(CO)c(CNc2ccc(Oc3ccccc3)cc2)c1O	-8%	i	0.6
30	COC(=O)N1c2ccccc2CCc2ccccc21	-7%	i	0.6
31	O=C(c1ccc(N2CCN(C(=O)c3ccccc3Br)CC2)cc1)c1cccc(F)c1	-2%	i	3.7
32	O=C(CSc1nc2ccccc2o1)N/N=C/c1ccco1	0%	i	2.9
33	CC(=O)NC(c1ccccc1)c1cc(Cl)c2cccnc2c1O (configuration not stated)	-6%	?	nt
34	COc1cc(OC)cc(N2CCN(S(=O)(=O)c3ccc(-n4cnnn4)cc3)CC2)c1	-9%	i	0.8
35	COc1cc(NC(=O)CN(C)S(=O)(=O)c2ccc(-c3ccc(=O)[nH]n3)s2)cc(OC)c1	-7%	i	0.2
36	CCCCN(C(=O)CCC(=O)Nc1cc(C)on1)C(C(=O)NC1CCCC1)c1ccccc1OCC (configuration not stated)	-1%	?	nt
37	CCc1nnc(NC(=O)c2cc(-c3ccccn3)nc3ccc(Br)cc23)s1	-12%	?	nt
38	CCc1ccc(-c2cc3c(=O)n(CC(=O)NCCCN4CCC(Cc5ccccc5)CC4)nc(C)n3n2)cc1	-10%	?	nt
39	CC(=O)N1CCOc2ccc(S(=O)(=O)Nc3ccc(Cl)cn3)cc21	-10%	i	3.8
40	CCc1nnc(NS(=O)(=O)c2ccc(NCc3ccccc3O)cc2)s1	-8%	i	2.0
41	CCC(CC)c1nnc(NC(=O)C2CCN(C(=O)c3ccco3)CC2)s1	-13%	i	0.8
42	COc1cccc(NC(=O)CCc2nnc3ccc(NCc4ccco4)nn23)c1	3%	?	nt
43	CCOc1ccc(S(=O)(=O)N(CC)CC(=O)N2CCCC2)cc1	-6%	i	0.4
44	CC1CN(C(=O)CCNC(=O)c2ccccc2Cl)CC(C)O1 (configuration not stated)	-5%	i	0.3
45	NS(=O)(=O)c1ccc(NC(=O)Nc2cccc3ccccc23)cc1	-6%	i	0.2
46	O=Cc1ccccc1-c1cn(CN2C(=O)c3ccccc3C2=O)nn1	-9%	i	1.2
47	COC(CN(C)S(=O)(=O)c1cc2c3c(c1)CCC(=O)N3CCC2)OC	-12%	i	2.2
48	Clc1ccc(CNc2ncccn2)cc1	-3%	i	0.7
49	Cc1ccc(C(=O)CNc2cc(C)ccc2C)cc1	-3%	i	0.4
50	COc1ccc(CNC(=O)C(=O)NCC2OCCCN2S(=O)(=O)c2cccs2)cc1 (configuration not stated)	-3%	i	1.0
51	CC1CCN(c2ccc(-c3cccs3)nn2)CC1	-1%	i	0.5
52	CC(=O)Nc1ccccc1NC(=O)c1ccccc1-c1ccccc1	-11%	i	0.3
53	C#Cc1ccc(CN2CCC(C(=O)Nc3ccc(Oc4ccccc4)nc3)CC2)cc1	-8%	i	2.2
54	COCCNC(=O)C(c1ccc(C)cc1)N(C(=O)CCC(=O)Nc1ccccn1)c1ccc(F)cc1 (configuration not stated)	-5%	i	1.3
55	CCc1ccccc1NC(=O)[C@@H]1CCC(=O)N1C1OC(=O)c2ccccc21 (some centres not stated)	-12%	i	1.4
56	Cc1nnc(C)c2c(C)n(-c3ccc(Cl)c(N)c3)c(C)c12	-7%	i	0.7
57	Cc1cccc(NC(=O)CSCc2cc(=O)n3c(C)csc3n2)c1C	-8%	i	1.2
58	NC(=O)c1ccc[n+](CC(=O)c2ccc(Cl)c(Cl)c2)c1	-5%	i	0.0
59	Cc1ccc2[nH]cc(CCNC(=O)C3CCCCC3)c2c1	-4%	i	0.3
60	COc1cccc(CCc2nnc(CCC(=O)N(C)C3CC(C)(C)NC(C)(C)C3)o2)c1	-9%	i	4.5
61	COc1ccc(NC(=O)CN2CCC(C(=O)c3ccc(F)cc3)CC2)c(OC)c1	-5%	i	0.5
62	Cc1cc(C)c(C)c(S(=O)(=O)N(C)C2CCN(C)CC2)c1C	3%	i	0.3
63	O=C(CSc1nnnn1-c1ccc(C(=O)O)cc1)NC1CCCCC1	-2%	i	1.6
64	COc1ccc(OC)c(NC(=O)CN2C(=O)COc3ccc(C)cc32)c1	-7%	i	0.5
65	CC(=O)Nc1ccc(NC2=CC(=O)c3ccccc3C2=O)cc1	-4%	i	0.5
66	COc1ccc(-n2c(SCC(=O)Nc3ccc(C(N)=O)cc3)nc3ccccc3c2=O)cc1OC	-7%	i	0.1
67	COc1ccc(C2(c3ccc(OC)cc3)NC(=O)N(CC(=O)NCC(F)(F)F)C2=O)cc1	-3%	i	0.6
68	CC(C)(C)Cc1nnc(NC(=O)CCC2CCCCC2)s1	-4%	i	0.4
69	Cc1ccc(N(C)S(=O)(=O)c2ccc(-c3ccc(=O)[nH]n3)s2)cc1C	-7%	i	4.4
70	O=C(NCc1ccccn1)Nc1cccc(F)c1	-10%	i	0.7
71	CNC(=S)N(CCc1c(C)[nH]c2ccccc12)Cc1cccnc1	-11%	i	1.0
72	O=C(COc1ccc(S(=O)(=O)N2CCCCC2)cc1)Nc1ccccc1F	-8%	i	0.5
73	Cc1nc(C)n(C)c(=O)c1-c1ccccc1	-2%	i	0.9
74	Cc1cccc(N2CCN(CC(=O)N(C)Cc3ccccc3)CC2C)c1 (configuration not stated)	-4%	i	0.7
75	CCc1nn(C(CC)C(=O)NCC(C)c2ccccc2)c(=O)c2cc3occc3n12 (configuration not stated)	-6%	i	1.7
76	CS(=O)(=O)Nc1ccc(-c2nnc3n2CCCCC3)cc1	-5%	i	0.6
77	CN1CCN(NC(=O)c2cc(-c3ccc(Cl)s3)nc3ccccc23)CC1	-9%	i	0.2
78	CC(Oc1ccccc1)C(=O)Nc1ccc(S(=O)(=O)Nc2nccs2)cc1 (configuration not stated)	-5%	i	6.0
79	COc1ccc(NC(=O)CSc2ccc3nnc(-c4ccccn4)n3n2)cc1	-7%	i	2.9
80	Oc1ccc(CN2CCN(c3ncccn3)CC2)cc1	-3%	i	0.1
81	O=C(NCC(=O)N(Cc1ccc(F)cc1)C(C(=O)NCC1CCCO1)c1ccccc1)c1ccco1 (configuration not stated)	-5%	i	3.3
82	COc1ccc(Br)cc1CNc1ccccc1	-3%	i	0.3
83	CCn1cc(C(=O)N[C@@H](C)C(=O)NCCCn2ccnc2)c(=O)c2cc3c(cc21)OCO3	-8%	i	5.4
84	O=C(CCCCCN1C(=O)c2ccccc2C1=O)Nc1ccc(C(=O)O)cc1	-4%	i	0.7

Compound profiles (already shown). Values in the order: LYP inhibition	Myeloid diff 2	Myeloid diff 2 GFP+ MAC1+ %
Oc1ccc(CN2CCN(c3ncccn3)CC2)cc1 is entered as -3%	i	0.1
Cc1nc(C)n(C)c(=O)c1-c1ccccc1 is entered as -2%	i	0.9

Further records follow:
item	SMILES	LYP inhibition	Myeloid diff 2	Myeloid diff 2 GFP+ MAC1+ %
85	COc1ccc(C(=O)N[C@H](C(=O)Nc2ccc(S(=O)(=O)N3CCOCC3)cc2)C(C)C)cc1	-4%	i	0.7
86	COC(=O)C1CCN(C(=O)c2ccc3nccnc3c2)CC1	-12%	i	0.5
87	C=CCn1c(N2CCCC2)nc2c1c(=O)n(C)c(=O)n2C	-6%	i	1.0
88	O=C(COc1ccccc1)Nc1nc2cc3c(cc2s1)OCCO3	-6%	i	2.8
89	Clc1cc(NC2CCCCC2)ncn1	0%	i	0.6
90	CCCc1cc(=O)[nH]c(SCC(=O)NC2CCCc3ccccc32)n1 (configuration not stated)	0%	i	0.6
91	COc1ccccc1C(=O)NCCN1CCN(c2ccccc2)CC1	-4%	i	0.9
92	COc1ccccc1NC(=O)c1cc(S(=O)(=O)NC2CCCC2)ccc1F	0%	i	0.6
93	O=C(CCc1ccccc1Cl)Nc1cccc(S(=O)(=O)N2CCCC2)c1	-3%	i	0.9
94	CN1CCN(c2nc3c(c(=O)n(C)c(=O)n3C)n2Cc2ccccc2Cl)CC1	-5%	i	0.4
95	CCCC(=O)c1ccc(N2CCN(C(=O)c3cccs3)CC2)c(F)c1	-6%	i	0.5
96	CCCOc1ccc(-c2c(C(=O)N/N=C/C3CCCCC3)nnn2-c2nonc2N)cc1	-9%	i	0.0
97	O=C(c1ccsc1)N1CCCC(N2CCOCC2)C1 (configuration not stated)	-9%	i	5.6
98	CCc1ccc(NC(=O)[C@H](Cc2c[nH]c3ccccc23)NC(=O)[C@@H]2Cc3ccccc3CN2)cc1	-12%	i	2.9
99	Cc1cc(OC(=O)c2cc(C(F)(F)F)cc(C(F)(F)F)c2)c([N+](=O)[O-])c(=O)[nH]1	-6%	i	2.6
100	O=C(N/N=C/c1c(F)cccc1Cl)c1cc(C2CC2)[nH]n1	4%	i	0.0
101	Cc1coc2cc3oc(=O)c(CC(=O)N[C@@H](CC(C)C)C(=O)O)c(C)c3cc12	-7%	i	0.8
102	COC(=O)c1cn(CC(=O)Nc2ccc(OC)cc2)c2ccccc12	-8%	i	0.6
103	Cc1cccc(CC(=O)NC2CCN(C)CC2)c1	1%	i	0.9
104	CC(CNC(=O)CCn1ccc2cc(S(=O)(=O)N3CCCC3)ccc21)c1ccccc1 (configuration not stated)	-7%	i	3.2
105	CN(C)S(=O)(=O)c1ccc(C(=O)OCCc2ccccc2)cc1	-5%	i	0.5
106	CC(CNS(=O)(=O)c1ccc2c(c1)NC(=O)CCS2)c1ccccc1 (configuration not stated)	0%	i	3.3
107	O=C(CCN1C(=O)/C(=C/c2cccs2)SC1=S)Nc1ccc(C(=O)O)c(O)c1	-7%	i	1.3
108	CSc1ccccc1OCc1cc(C(=O)NCCC2=CCCCC2)no1	-4%	i	0.3
109	Cc1ccc(C)c(S(=O)(=O)NCc2ccc(C(=O)N3CCN(c4ccccc4)CC3)cc2)c1	-9%	i	3.1

Source: PubChem (several laboratories)

A portion of the library; rates above refer to the full screens.
